Compound activity from PubChem.
HTRA1 inhibitor: inhibitors of human serine peptidase HTRA1. Q92743. recombinant HTRA1, FP-rhodamine activity-based probe, fluorescence polarization. inhibition, % at 5.96 µM. 0.5% of 340,000 active. AID 504803; in the data active means inhibition above about 36%;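 further: 0% = enzyme with DMSO and 100% = wells lacking enzyme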
Target sequence (Q92743 whole entry, looked up): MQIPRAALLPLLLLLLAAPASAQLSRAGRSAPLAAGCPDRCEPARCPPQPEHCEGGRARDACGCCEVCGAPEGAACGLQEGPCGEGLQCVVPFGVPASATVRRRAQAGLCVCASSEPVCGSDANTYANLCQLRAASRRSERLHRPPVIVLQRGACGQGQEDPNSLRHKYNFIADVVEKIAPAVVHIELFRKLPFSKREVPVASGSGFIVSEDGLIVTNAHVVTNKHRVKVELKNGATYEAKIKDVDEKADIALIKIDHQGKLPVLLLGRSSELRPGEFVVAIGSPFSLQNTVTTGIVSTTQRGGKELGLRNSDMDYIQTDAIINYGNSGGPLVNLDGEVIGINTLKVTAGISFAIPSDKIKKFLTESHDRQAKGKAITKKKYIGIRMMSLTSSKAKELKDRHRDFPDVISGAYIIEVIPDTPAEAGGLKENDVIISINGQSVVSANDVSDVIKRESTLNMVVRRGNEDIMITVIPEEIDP
TCR CD3 inh: blocks the human TCR-CD3 interaction; TAMRA-labeled TCR probe fluorescence, biochemical; inhibition, % at 9.4 µM; 0.37% of 360,000 active; AID 651800; in the data active means inhibition above about 19%;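 further: recombinant mutant TCR 2C K166C tagged with TAMRA read by polarization; 0% = receptor in buffer alone and 100% = receptor with positive control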
PRMT1 inh: inhibitors of human PRMT1. AID 652257. inhibition, % at 2.79 µM. 1.3% of 370,000 active. recombinant PRMT1, activity-based probe fluorescence polarization. Q99873;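 active means inhibition above about 21% made by adding two undisclosed values, limit read from the data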
PG9 Ab binder: binds the HIV-1 gp120 antibody PG9 | 0.43% of 360,000 active | TR-FRET gp120-PG9 antibody binding | inhibition, % at 6.7 µM; in the data active means inhibition above about 8.5%
NR1D1 modulator: modulates human Rev-erb alpha binding to DNA; P20393; Rev-erbα–FITC-DNA binding, fluorescence polarization, 90 min; activity, % at 10 µM; 0.79% of 370,000 active; AID 1259318;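 active means activity above about 14%, limit read from the data; passing the limit was not always enough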;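 further: 0% = DMSO wells with 35 nM protein and 100% = DMSO wells with 750 nM protein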
Target sequence (P20393 whole entry, looked up): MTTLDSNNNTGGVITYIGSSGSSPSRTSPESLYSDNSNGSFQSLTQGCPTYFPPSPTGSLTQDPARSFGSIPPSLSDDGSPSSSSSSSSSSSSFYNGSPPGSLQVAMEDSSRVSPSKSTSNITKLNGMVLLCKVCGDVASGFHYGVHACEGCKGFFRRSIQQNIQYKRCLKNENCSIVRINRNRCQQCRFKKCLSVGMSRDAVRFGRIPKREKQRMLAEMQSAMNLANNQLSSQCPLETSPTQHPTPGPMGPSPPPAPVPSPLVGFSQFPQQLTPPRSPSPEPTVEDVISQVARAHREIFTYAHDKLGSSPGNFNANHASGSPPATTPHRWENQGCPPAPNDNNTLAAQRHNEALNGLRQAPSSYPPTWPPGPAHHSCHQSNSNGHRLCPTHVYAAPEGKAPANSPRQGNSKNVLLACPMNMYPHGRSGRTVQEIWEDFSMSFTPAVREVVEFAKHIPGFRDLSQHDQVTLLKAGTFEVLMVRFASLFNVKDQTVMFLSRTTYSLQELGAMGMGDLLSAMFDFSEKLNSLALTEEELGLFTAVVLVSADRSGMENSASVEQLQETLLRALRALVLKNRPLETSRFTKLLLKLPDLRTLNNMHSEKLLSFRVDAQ
MBD2 DNA inh: MBD2-methylated oligo binding inhibition | AID 686964 | 0.31% of 370,000 active | TR-FRET, MBD2 binding to methylated oligonucleotide | Q9UBB5 | inhibition, % at 4.4 µM; in the data active means inhibition above about 13%
UHRF1 binding: blocks human UHRF1 binding to methylated DNA. AID 687016. UHRF1 binding to methylated oligo, TR-FRET. Q96T88. 0.75% of 370,000 active. inhibition, % at 4.4 µM; in the data active means inhibition above about 21%;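 further: UHRF1 SRA domain binding a hemimethylated CpG hairpin DNA probe; 0% = median of test compound wells and 100% = reference inhibitor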
rCAG binder: molecules binding r(CAG) RNA repeats; r(CAG) RNA repeat, TO-PRO-1 dye displacement fluorescence; inhibition, % at 3 µM; 1.3% of 370,000 active;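 active means inhibition above the plate cutoff, the mean of all test compounds on that plate plus 3 SD, cut at about 35% in these data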;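 further: 0% = DMSO alone and 100% = 100 µM mitoxantrone as full dye displacement; higher means more dye released from RNA so lower well fluorescence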
ABHD4 inh: inhibitors of mouse ABHD4; purified mABHD4, FP-Rh probe fluorescence polarization; inhibition, % at 8.92 µM; 0.54% of 370,000 active;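 active means inhibition exceeding the mean over every tested compound plus 3 SD, cut at about 30% in these data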;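 further: 0% = plate median of compound wells and 100% = S159A mutant with DMSO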
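Test system: mABHD4 protein | Buffer or medium: HEPES pH 7.0 buffer, 150 mM NaCl, 0.01% Pluronic F-127 | Probe or stimulus: FP-Rh fluorescent activity-based probe, added after compound pre-incubation | Timing: Pre-incubation 45 min, probe exposure 60 min, at 25 °C | Technique: Fluorescence polarization, excitation 525 nm, emission 598 nm, BODIPY TMR filters | Repeats: Single well per compound (singlicate)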
LEDGF integ inh: blocks HIV-1 LEDGF/p75-dependent DNA integration. 0.64% of 370,000 active. AID 743269. inhibition, % at 3.7 µM. TR-FRET IN-LEDGF/p75 DNA integration, Eu/Cy5;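 active means inhibition above the screen-wide mean plus 3 SD, cut at about 13% in these data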;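 further: signal is the Cy5 over europium emission ratio at 671 and 618 nm; 0% = plate median of compound wells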
The depositor's hits bear a star.

COc1ccc(C(=O)NCCS(=O)(=O)N2CCc3ccccc3C2)c(OC)c1 was read as HTRA1 inhibitor -2, TCR CD3 inh -2, PRMT1 inh 1, PG9 Ab binder -1.1, NR1D1 modulator 0, MBD2 DNA inh -2, UHRF1 binding -1, rCAG binder -12, ABHD4 inh 1 and LEDGF integ inh -1.
For CCCC(=O)C1=C(O)C(C(=O)OC)C(C)(C)CC1=Nc1cccc([N+](=O)[O-])c1 (stereo not given) the results were HTRA1 inhibitor -11, TCR CD3 inh 0, PRMT1 inh -2, PG9 Ab binder -2.3, NR1D1 modulator 4, MBD2 DNA inh -1, UHRF1 binding 1, rCAG binder -6, ABHD4 inh 0 and LEDGF integ inh 1.
Screening CCOC(=O)CN1C(=O)C(C)(C)Oc2ccc(C(=O)NC(C)(C)CC)cc21 returned HTRA1 inhibitor 0, TCR CD3 inh -7, PRMT1 inh 5, PG9 Ab binder 3.9, NR1D1 modulator 9, MBD2 DNA inh 1, UHRF1 binding 7, rCAG binder -6, ABHD4 inh -1 and LEDGF integ inh 1.
O=C(CCn1[nH]c(=O)c2ccccc2c1=O)NCCO was read as HTRA1 inhibitor -8, TCR CD3 inh -4, PRMT1 inh 2, PG9 Ab binder -0.9, NR1D1 modulator -1, MBD2 DNA inh 1, UHRF1 binding 6, rCAG binder 1, ABHD4 inh -10 and LEDGF integ inh 1.
Screening COc1ccc(S(=O)(=O)c2cnc3ccccc3n2)cc1 returned HTRA1 inhibitor 3, TCR CD3 inh 6, PRMT1 inh -2, PG9 Ab binder -3.7, NR1D1 modulator 9, MBD2 DNA inh -7, UHRF1 binding 0, rCAG binder -2, ABHD4 inh -1 and LEDGF integ inh 2.
Cc1ccc(NS(=O)(=O)c2ccc(-n3cccn3)cc2)cc1Cl was read as HTRA1 inhibitor -17, TCR CD3 inh -1, PRMT1 inh -1, PG9 Ab binder -0.6, NR1D1 modulator -1, MBD2 DNA inh 3, UHRF1 binding -3, rCAG binder 9, ABHD4 inh -12 and LEDGF integ inh 1.
`COc1cnc(-c2ccccn2)nc1Oc1ccccc1` gave HTRA1 inhibitor 15, TCR CD3 inh -5, PRMT1 inh 2, PG9 Ab binder -0.1, NR1D1 modulator 1, MBD2 DNA inh 12, UHRF1 binding 6, rCAG binder -8, ABHD4 inh -7 and LEDGF integ inh 2.
Cc1nnc(SCC(=O)N2CCCC2)n1-c1ccc(F)cc1 was read as HTRA1 inhibitor 3, TCR CD3 inh 4, PRMT1 inh -3, PG9 Ab binder -0.1, NR1D1 modulator -1, MBD2 DNA inh -5, UHRF1 binding -1, rCAG binder -1, ABHD4 inh 6 and LEDGF integ inh 3.
For CCOC(=O)c1ccc(NC(=O)CSc2nnc(-c3ccncc3)n2C)cc1 the results were HTRA1 inhibitor -3, TCR CD3 inh 9, PRMT1 inh 0, PG9 Ab binder -0.5, NR1D1 modulator -3, MBD2 DNA inh -4, UHRF1 binding 0, rCAG binder -2, ABHD4 inh 4 and LEDGF integ inh 1.
COc1cc(C(=O)OC(C)C(=O)Nc2ccc3c(c2)OCCO3)cc(OC)c1OC (stereo not given) was read as HTRA1 inhibitor 3, TCR CD3 inh -3, PRMT1 inh 3, PG9 Ab binder 1.3, NR1D1 modulator -9, MBD2 DNA inh 2, UHRF1 binding 11, rCAG binder -1, ABHD4 inh 2 and LEDGF integ inh -2.

Brought forward from above: 3 entries; new compounds follow.
Cc1nnc(SCC(=O)N2CCCC2)n1-c1ccc(F)cc1 was read as HTRA1 inhibitor 3, TCR CD3 inh 4, PRMT1 inh -3, PG9 Ab binder -0.1, NR1D1 modulator -1, MBD2 DNA inh -5, UHRF1 binding -1, rCAG binder -1, ABHD4 inh 6 and LEDGF integ inh 3.
For CCOC(=O)c1ccc(NC(=O)CSc2nnc(-c3ccncc3)n2C)cc1 the results were HTRA1 inhibitor -3, TCR CD3 inh 9, PRMT1 inh 0, PG9 Ab binder -0.5, NR1D1 modulator -3, MBD2 DNA inh -4, UHRF1 binding 0, rCAG binder -2, ABHD4 inh 4 and LEDGF integ inh 1.
COc1cc(C(=O)OC(C)C(=O)Nc2ccc3c(c2)OCCO3)cc(OC)c1OC (stereo not given) was read as HTRA1 inhibitor 3, TCR CD3 inh -3, PRMT1 inh 3, PG9 Ab binder 1.3, NR1D1 modulator -9, MBD2 DNA inh 2, UHRF1 binding 11, rCAG binder -1, ABHD4 inh 2 and LEDGF integ inh -2.
For Cc1ccn2c(=O)c(NC(=O)c3cccc4ccccc34)c(C)nc2c1 the results were HTRA1 inhibitor 6, TCR CD3 inh -6, PRMT1 inh 2, PG9 Ab binder -0.3, NR1D1 modulator -1, MBD2 DNA inh 4, UHRF1 binding 2, rCAG binder 0, ABHD4 inh -3 and LEDGF integ inh -8.
Screening Cc1ccccc1C1CC(=O)NC2=C1C(=O)CCC2 (stereo not given) returned HTRA1 inhibitor 2, TCR CD3 inh 1, PRMT1 inh -5, PG9 Ab binder -0.2, NR1D1 modulator 0, MBD2 DNA inh -2, UHRF1 binding -1, rCAG binder -4, ABHD4 inh 4 and LEDGF integ inh -1.
Screening Cc1cccc(-n2nnnc2SCC(=O)NC2CCCC2)c1 returned HTRA1 inhibitor -2, TCR CD3 inh 10, PRMT1 inh -4, PG9 Ab binder -1.1, NR1D1 modulator -9, MBD2 DNA inh -2, UHRF1 binding 1, rCAG binder -1, ABHD4 inh -4 and LEDGF integ inh 2.
`COC(=O)C(NS(=O)(=O)c1ccccc1Br)C(C)C` (stereo not given) gave HTRA1 inhibitor 4, TCR CD3 inh 0, PRMT1 inh -2, PG9 Ab binder -1.6, NR1D1 modulator 1, MBD2 DNA inh 6, UHRF1 binding 1, rCAG binder -1, ABHD4 inh -25 and LEDGF integ inh 2.
Screening O=C(Nc1ccc2ccccc2c1)c1ccc(NS(=O)(=O)c2ccc(Br)s2)cc1 returned HTRA1 inhibitor -57, TCR CD3 inh 0, PRMT1 inh 0, PG9 Ab binder -0.8, NR1D1 modulator 0, MBD2 DNA inh -3, UHRF1 binding -1, rCAG binder 71*, ABHD4 inh -24 and LEDGF integ inh 1.
Screening CCn1cc(CN2CCC(C(=O)Nc3cccc(-c4cccc(OC)c4)c3)CC2)cn1 returned HTRA1 inhibitor -1, TCR CD3 inh 3, PRMT1 inh -7, PG9 Ab binder -1.5, NR1D1 modulator -5, MBD2 DNA inh -1, UHRF1 binding -2, rCAG binder -7, ABHD4 inh -1 and LEDGF integ inh 0.
For CCN1C(=O)CSc2ccc(C(=O)NC3CCCCC3)cc21 the results were HTRA1 inhibitor 1, TCR CD3 inh -3, PRMT1 inh -2, PG9 Ab binder 0.8, NR1D1 modulator 0, MBD2 DNA inh 5, UHRF1 binding 2, rCAG binder -5, ABHD4 inh 1 and LEDGF integ inh -3.
Screening CC(OC(=O)c1cc(Br)ccc1O)C(=O)NC1(C#N)CCCCC1 (stereo not given) returned HTRA1 inhibitor -3, TCR CD3 inh 4, PRMT1 inh 0, PG9 Ab binder -0.9, NR1D1 modulator 2, MBD2 DNA inh 4, UHRF1 binding 0, rCAG binder 3, ABHD4 inh 4 and LEDGF integ inh 0.
`O=C(CNS(=O)(=O)c1ccccc1)NCC(=O)OCc1ccc(Cl)cc1` gave HTRA1 inhibitor -5, TCR CD3 inh -3, PRMT1 inh 2, PG9 Ab binder -0.8, NR1D1 modulator 1, MBD2 DNA inh 5, UHRF1 binding 4, rCAG binder -8, ABHD4 inh -3 and LEDGF integ inh -2.
`CCC/C(=C1/c2ccccc2C(=O)N1c1ccccc1)c1ccc(O[C@@H]2CCCCO2)cc1` gave HTRA1 inhibitor -34, TCR CD3 inh 2, PRMT1 inh -1, PG9 Ab binder -1.9, NR1D1 modulator 2, MBD2 DNA inh 1, UHRF1 binding -2, rCAG binder 3, ABHD4 inh -16 and LEDGF integ inh -3.
For FC(F)(F)c1nnc(-c2ccccc2)nc1Sc1ccc(Cl)cc1 the results were HTRA1 inhibitor -2, TCR CD3 inh -4, PRMT1 inh 1, PG9 Ab binder 1.0, NR1D1 modulator -6, MBD2 DNA inh 4, UHRF1 binding -1, rCAG binder -1, ABHD4 inh -2 and LEDGF integ inh -2.
For Cc1cc(N2CCC(C)CC2)n2nc(C)c(-c3ccccc3)c2n1 the results were HTRA1 inhibitor 5, TCR CD3 inh 5, PRMT1 inh 0, PG9 Ab binder -3.2, NR1D1 modulator 2, MBD2 DNA inh -2, UHRF1 binding 0, rCAG binder 3, ABHD4 inh 1 and LEDGF integ inh -2.
For CN(C)c1ccc(C2Nc3ccccc3C(=O)N2NS(=O)(=O)c2ccccc2)cc1 (stereo not given) the results were HTRA1 inhibitor -3, TCR CD3 inh 6, PRMT1 inh -4, PG9 Ab binder -2.9, NR1D1 modulator 3, MBD2 DNA inh -1, UHRF1 binding 0, rCAG binder 0, ABHD4 inh -6 and LEDGF integ inh 1.
COC(=O)C1=C(C)N(CCCC(=O)O)C(=O)NC1c1cccs1 (stereo not given) was read as HTRA1 inhibitor 1, TCR CD3 inh -4, PRMT1 inh 1, PG9 Ab binder 0.8, NR1D1 modulator -1, MBD2 DNA inh 1, UHRF1 binding -1, rCAG binder 1, ABHD4 inh 0 and LEDGF integ inh 2.
Screening COc1ccccc1C(=O)N/C(=C/c1ccc(Br)cc1)C(=O)NCC(=O)O returned HTRA1 inhibitor 2, TCR CD3 inh -2, PRMT1 inh 1, PG9 Ab binder 0.3, NR1D1 modulator -6, MBD2 DNA inh -3, UHRF1 binding 0, rCAG binder 6, ABHD4 inh -5 and LEDGF integ inh 1.
`CCOC(=O)C(Cc1ccccc1)NC(=O)CCc1c(C)nc2ncnn2c1C` (stereo not given) gave HTRA1 inhibitor 6, TCR CD3 inh -4, PRMT1 inh 0, PG9 Ab binder 0.4, NR1D1 modulator 1, MBD2 DNA inh -2, UHRF1 binding -4, rCAG binder -3, ABHD4 inh 2 and LEDGF integ inh 0.
`O=C(c1ccco1)N1CCN(C(c2ccccc2)c2nnnn2C2CCCC2)CC1` (stereo not given) gave HTRA1 inhibitor -5, TCR CD3 inh 3, PRMT1 inh -1, PG9 Ab binder -0.5, NR1D1 modulator 2, MBD2 DNA inh -3, UHRF1 binding 0, rCAG binder -8, ABHD4 inh 5 and LEDGF integ inh 2.
Screening CN(C)CCCOC(=O)Cc1ccc(Cl)cc1 returned HTRA1 inhibitor -6, TCR CD3 inh 0, PRMT1 inh 11, PG9 Ab binder 1.8, NR1D1 modulator -7, MBD2 DNA inh -5, UHRF1 binding 1, rCAG binder 0, ABHD4 inh 2 and LEDGF integ inh 1.
`CSc1nnc(C)c(=O)n1COC(=O)COc1ccc(Cl)cc1Cl` gave HTRA1 inhibitor -1, TCR CD3 inh -1, PRMT1 inh -2, PG9 Ab binder 0.4, NR1D1 modulator 2, MBD2 DNA inh 3, UHRF1 binding -3, rCAG binder -2, ABHD4 inh 1 and LEDGF integ inh 4.
Screening O=C(NC1CCCC1)C(c1ccncc1)N(C(=O)Cc1cccs1)c1ccccc1 (stereo not given) returned HTRA1 inhibitor 4, TCR CD3 inh -2, PRMT1 inh 5, PG9 Ab binder -1.6, NR1D1 modulator -6, MBD2 DNA inh 5, UHRF1 binding 1, rCAG binder -8, ABHD4 inh 3 and LEDGF integ inh -2.
Cc1ccc(NC(=O)CN(C)C(=O)c2cc3ccccc3o2)cc1 was read as HTRA1 inhibitor -2, TCR CD3 inh -3, PRMT1 inh -3, PG9 Ab binder -3.7, NR1D1 modulator 4, MBD2 DNA inh -1, UHRF1 binding 2, rCAG binder -1, ABHD4 inh -2 and LEDGF integ inh 5.

Not all compounds are listed, so the mix of outcomes need not match the whole.
